Compound activity: PubChem, Sanford-Burnham Center for Chemical Genomics
Hsp70 inhibitors: Hsp70 inhibitors, probe displacement, primary screen, biochemical, fluorescence polarization (AID 583); actives 0.06% (n = 140,000); displacement, % at 20 µM, or IC50 in µM where a hit was titrated; Hsp70 fluorescence polarization probe displacement, mP; higher % means a stronger effect; in the data active means displacement above about 50%;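 further: plate controls were vehicle for no effect and reference ligand for full effect; a part of the inactive calls stands beside numbers as strong as those of hits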
Rat MKP-3 inhibitors: MKP-3 phosphatase inhibitors, primary screen, biochemical, rat enzyme, in vitro (AID 425). recombinant MKP-3 phosphatase activity, fluorescence; higher % means a stronger effect. actives 0.17% (n = 110,000). inhibition, % at 20 µM; hits with a dose series show IC50 in µM; in the data active means inhibition above about 50%;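 further: plate controls were vehicle for no effect and reference inhibitor for full effect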
Numbers without * were called inactive; . = no result given; & = joins results of further samples; ! = a repeat was not active. An excerpt; count on the stated rates, not on these rows.

The first 2 entries, ahead of the listing:
SMILES	Hsp70 inhibitors	Rat MKP-3 inhibitors
O=C(O)CC(NCc1ccco1)C(=O)OCC1CCCO1 (stereo not given)	4.4%	4%
COc1ccccc1CNC(=O)C/C(C)=N/NC(=O)C(=O)NC(C)C	-7.7%	5%

The list itself, previewed entries included:
SMILES	Hsp70 inhibitors	Rat MKP-3 inhibitors
O=C(O)CC(NCc1ccco1)C(=O)OCC1CCCO1 (stereo not given)	4.4%	4%
COc1ccccc1CNC(=O)C/C(C)=N/NC(=O)C(=O)NC(C)C	-7.7%	5%
CCOC(=O)c1c(NC(=O)CSc2nnc(-c3cccnc3)n2Cc2ccco2)sc(C)c1C	-10%	-17%
COc1cccc(Oc2nnnn2-c2ccccc2)c1	8.0%	0%
Cc1ccc(NS(=O)(=O)c2cccc([N+](=O)[O-])c2)cc1Cl	-0.9%	1%
Cc1cc(C)n(-c2cc(N/N=C\c3ccc(N(C)C)cc3)nc(C)n2)n1	1.6%	-4%
CN(N)c1nc(N2CCCC2)nc(N2CCCC2)n1	-0.2%	0%
CCOC(=O)c1ccc2c(c1)nc(SCC(=O)NC(C)C)n2CC	-4.8%	.
Cc1ccc(-c2nc(NC(=O)CSc3cc(C)c4ccccc4n3)ns2)cc1	.	24µM*
CC(=O)Nc1ccc(N/C=C/C(=O)c2ccc(C)o2)cc1	.	-13%
CCCn1c(-c2ccc(F)cc2)cnc1SCC(=O)O	-3.8%	3%
Cc1cccc(NC(=O)CN(C)S(=O)(=O)c2cccc3nsnc23)c1C	2.3%	-10%
O=C(O)CC(Cc1ccc(Br)cc1)C(=O)O (stereo not given)	2.9%&5.2%	3%&0%
Nc1nc(-c2ccc(Cl)cc2Cl)cn1N	-0.6%	-8%
COc1ccccc1Oc1ccc(S(=O)(=O)Nc2cccnc2)cc1	0.0%	-6%
CCc1c(C)nc(SCC(=O)N2CCc3ccccc32)[nH]c1=O	5.7%	-6%
O=C(NNC(=S)Nc1ccccc1)c1cc(-c2ccccc2)nc2ccccc12	3.2%	2%
COc1ccc(C2CC(=O)c3cnc(NC(=O)c4ccccc4OC)nc3C2)c(OC)c1 (stereo not given)	6.4%	3%
Nc1nc(-c2nc3ccccc3[nH]2)cs1	2.8%	-10%
COC(=O)c1c(N)c(C#N)c(C)n1Cc1ccccc1	-1.8%	3%
CN1C(=O)CC(C(=O)O)SC1=Nc1ccc(F)cc1 (stereo not given)	3.0%	.
CCN(CC)c1ccc(C(=O)Nc2ccncc2)cc1	-0.2%	1%
CCOc1c(Br)cc(/C=C2/C(=O)N(c3ccc(Cl)c(C(=O)O)c3)N=C2C)cc1OC	11%	6%
Cc1cc(NC(=O)CSc2nc3ccccc3c(=O)n2CCCC(=O)NCc2ccccc2)n[nH]1	-10%	.
CCCC(=O)N(CCc1ccccc1)Cc1nc2ccccc2c(=O)[nH]1	1.8%	2%
COc1ccc(C)cc1NC(=O)Cn1cnc2c1c(=O)n(C)c(=O)n2C	-3.9%	0%
O=c1nc(/C=C/c2cc([N+](=O)[O-])ccc2Cl)cc(C(F)(F)F)[nH]1	46µM*!	0%
CCOC(=O)Cc1csc(NC(=O)c2ccc(S(=O)(=O)N3CCCCC3)cc2)n1	.	-2%
CCOC(=O)COc1nc(OC)nc(N2CCOCC2)n1	0.2%	8%
CCCC1(O)CC(c2ccccc2)N(C)C(c2ccccc2)C1C (stereo not given)	2.0%	-2%
COc1ccc(C2C=C(C)Nc3nc(SC)nn32)cc1 (stereo not given)	-2.2%	5%
O=C(CSc1nnc(-c2ccncc2)n1CC1CCCO1)NCc1ccccc1 (stereo not given)	1.2%	-9%
O=C(c1cccc(S(=O)(=O)N2CCOCC2)c1)N1CCCC1	-3.6%	8%
CCOCCCNC(=O)C(c1ccc(C)cc1)N(Cc1ccc2c(c1)OCO2)C(=O)c1cnccn1 (stereo not given)	3.6%	3%
CC(C)C(OC(=O)c1ccco1)C(=O)NCc1cccs1 (stereo not given)	0.1%	-5%
Cn1cc(/C=C2/SC(=S)N(c3cccc(C(F)(F)F)c3)C2=O)c2ccccc21	-5.7%	8%
COc1ccc2nc(NC(=O)CNS(=O)(=O)c3cccs3)sc2c1	4.6%	.
COc1ccc(OC)c2c1C(=O)c1ccccc1C2=O	111%	-3%
Cc1cc(C(=O)Nc2ccccc2)oc1C	4.4%	.
N#CC1=C(N)SC2(CCCCC2)SC1c1ccccc1 (stereo not given)	-0.6%	0%
COC(=O)c1cc(S(=O)(=O)N2CCOCC2)c(Cl)cc1N1CCOCC1	-5.0%	.
Nc1nnc(SCC(=O)N2CCN(c3cccc(Cl)c3)CC2)n1-c1ccccc1	14%	.
Cc1ccc(-n2nc(C)c3c2OC(N)=C(C#N)C3c2ccncc2)cc1 (stereo not given)	1.6%	-16%
Cc1nnc(C)n1/N=C/c1ccc2c(c1)OCCO2	1.8%	-14%
Cc1noc(N)c1C(=O)Nc1ccccc1F	-2.4%	.
CCOC(=O)C1CCN(S(=O)(=O)c2ccc3c(c2)CCCN3C(C)=O)CC1	1.1%	-1%
Cc1[nH]c2ccc(Br)cc2c1CC(=O)N/N=C/c1ccc(Cl)c(Cl)c1	-2.0%	6%
CN(C)c1ccc(/C=C/C(=O)/C=C/c2ccc(N(C)C)cc2)cc1	-114%	2%
Oc1ccc(Br)cc1-c1cc(-c2ccccc2)n[nH]1	-0.7%	.
Cc1ccc(-n2nc3c(c2NC(=O)c2ccc4c(c2)OCO4)CSC3)c(C)c1	0.6%	0%
CC(C)C(NC(=O)c1ccc(Cl)cc1)C(=O)NC1=NCCS1 (stereo not given)	.	-12%
O=C(OCC(=O)N1CCN(C(=O)c2ccco2)CC1)c1cc(-c2ccc(F)cc2)nc2ccccc12	3.9%	-17%
CC1=C(C#N)c2nc(N)c(C#N)c(C)c2/C1=C\c1cc([N+](=O)[O-])ccc1Cl	-3.1%	4%
Cc1nnc(NCCc2ccccc2)n(N)c1=O	1.7%	-1%
COc1ccccc1OC(=O)c1ccc2nsnc2c1	-4.4%	-6%
CC1=C(C(=O)Nc2ccc(Cl)cc2)C(c2ccc(C)cc2)NC(=O)N1 (stereo not given)	-10%	0%
Cc1ccc(N2C(=O)/C(=C/c3cc(C)n(-c4cccnc4)c3C)C(=O)NC2=S)cc1C	-0.9%	7%
O=P(CC1CCCO1)(c1ccccc1)c1ccccc1 (stereo not given)	4.0%	2%
Cc1ccc(C)c(NC(=O)C2C3CC/C=C\CCC32)c1 (stereo not given)	6.0%	0%
CC(C)N1CCc2c(sc(NC(=O)c3ccc(S(=O)(=O)N4CCOCC4)cc3)c2C#N)C1	-9.0%	-9%

Quoted at random: three records from the list.
SMILES	Hsp70 inhibitors	Rat MKP-3 inhibitors
CC(C)C(NC(=O)c1ccc(Cl)cc1)C(=O)NC1=NCCS1 (stereo not given)	.	-12%
COc1ccccc1OC(=O)c1ccc2nsnc2c1	-4.4%	-6%
Cc1[nH]c2ccc(Br)cc2c1CC(=O)N/N=C/c1ccc(Cl)c(Cl)c1	-2.0%	6%

(continued)
SMILES	Hsp70 inhibitors	Rat MKP-3 inhibitors
CCOC(=O)c1ccc(-c2ccc(/C=C3/SC(=S)N(CC(=O)O)C3=O)o2)cc1	-115%	0%
Cc1cc(C)nc(SC(C)C(=O)N/N=C/c2ccccc2Cl)n1 (stereo not given)	6.8%	1%
O=C(NC(=O)c1ccc(Cl)cc1)Nc1cc(N2CCCCC2)ncn1	2.1%	12%
CCOC(=O)c1c(NC(=O)c2ccccc2Cl)sc2c1CCN(C(=O)OCC)C2	0.2%	0%
Cc1ccc(O)c(NC(=O)c2ccco2)c1	1.3%	-15%
Nc1cccc(NC(=O)c2cccs2)c1	1.5%	-4%
COC(=O)Cc1cc(=O)n2[nH]cnc2n1	-2.3%	.
COC(=O)C1=CN(Cc2ccc(F)cc2)C=C(C(=O)OC)C1c1cc(OC)c(OC)c(OC)c1	4.0%	0%
CSc1ccc(S(=O)(=O)NC2CCCCCC2)cc1	3.9%	-10%
Cc1ccc(-n2ncc3c(NCc4ccc5c(c4)OCO5)ncnc32)c(C)c1	-1.3%	-2%
O=C(Oc1ccc(C(=S)N2CCOCC2)cc1)c1ccccc1	-0.3%	-1%
O=C(O)C1CCCCC1C(=O)Nc1cccc(Cl)c1Cl (stereo not given)	3.9%	.
Clc1ccc(Cn2nnc(-c3ccccc3Cl)n2)c(Cl)c1	4.4%	-1%
CCN1CCN(S(=O)(=O)c2ccc3ccccc3c2)CC1	-0.4%	.
O=[N+]([O-])c1ccc(-c2ccc(C(=S)N3CCOCC3)o2)cc1	-2.2%	0%

Sorted by the number under Hsp70 inhibitors (highest first): some entries from above.
SMILES	Hsp70 inhibitors	Rat MKP-3 inhibitors
COc1ccc2nc(NC(=O)CNS(=O)(=O)c3cccs3)sc2c1	4.6%	.
O=C(OCC(=O)N1CCN(C(=O)c2ccco2)CC1)c1cc(-c2ccc(F)cc2)nc2ccccc12	3.9%	-17%
CCN(CC)c1ccc(C(=O)Nc2ccncc2)cc1	-0.2%	1%

Next part:
SMILES	Hsp70 inhibitors	Rat MKP-3 inhibitors
Cc1csc(NC(=O)CSc2nnc(CCNC(=O)c3ccc(Cl)c(Cl)c3)n2C)n1	-2.5%	.
CCc1nnc(NC(=O)c2ccc(-c3cccc(C(F)(F)F)c3)o2)s1	0.5%	-4%
Cc1nc(C)c(C(=O)C2=C(O)C(=O)N(CCCN(C)C)C2c2ccco2)s1 (stereo not given)	1.9%	-11%
O=C(CCc1nc2ccccc2c(=O)[nH]1)OCc1nnc(-c2ccccc2)o1	18%	-13%
COc1cc(OC)c(NC(=O)Cn2cccc2)cc1Cl	3.5%	-1%
COc1cc2c(cc1OC)C1(NCC2)C(=O)Nc2ccccc21 (stereo not given)	-2.8%	-4%
O=C(c1ccccc1Cl)N1N=C(c2ccc(Cl)cc2)CC1(O)C(F)(F)F (stereo not given)	-2.7%	4%
COCCOC(=O)C1=C(C)NC2=C(C(=O)CC(C)(C)C2)C1c1cc2c(cc1Br)OCO2 (stereo not given)	2.0%	-6%
CC(C)(C)c1ccc(C(=O)Nc2ccc3[nH]c(=O)[nH]c3c2)cc1	-0.1%	0%
Cc1cccc(CC2CC(=O)N(c3ncccn3)C2=O)c1 (stereo not given)	-3.9%	-8%
CCCC(=O)Nc1ccc(NC(=O)c2ccco2)cn1	2.0%	6%
CCOc1ccc(C2CC(c3ccc(OC)cc3)n3ncnc3N2)cc1 (stereo not given)	3.8%	-6%
COc1cccc(/C(O)=C2/C(=O)C(=O)N(CCN3CCOCC3)C2c2cccnc2)c1 (stereo not given)	2.7%	-11%
CC(C)n1c2ccccc2c2nc3ccccc3nc21	8.2%	-11%
CCOc1ccc(NC(=O)CN2CCN(S(=O)(=O)c3ccc(Cl)cc3)CC2)cc1	4.2%	1%
CC1CN(S(=O)(=O)c2cccc(C(=O)OCc3cc(=O)oc4cc(O)ccc34)c2)CC(C)O1 (stereo not given)	2.0%	-5%
Cc1ccc(-c2csc3ncnc(-n4nc(C)cc4N)c23)cc1	1.4%	6%
CCOC(=O)C1CCN(C(=O)c2ccccc2NC(C)=O)CC1	-0.2%&-1.0%	-3%&-1%
c1ccc(N2CCN(c3nc4cc5c(cc4s3)OCCO5)CC2)cc1	1.7%	-2%
Cc1ccc(C(C)C)c(OCc2nnc(NC(=O)Nc3ccc(Cl)cc3)s2)c1	-1.9%	4%
CCc1[nH]nc2c1C(c1ccc(Br)s1)C(C#N)=C(N)O2 (stereo not given)	1.0%	10%
COc1cccc(C(=O)OCCN(C)C(C)(C)C)c1	12%	0%
CCOc1cc(OCC)cc(C(=O)Nc2ccc([N+](=O)[O-])cc2)c1	2.0%	-6%
COc1ccc(C2C(C(C)=O)=C(O)C(=O)N2c2nccs2)cc1 (stereo not given)	7.2%	.
O=c1ccc2ccc(OCc3cccc(Cl)c3)cc2o1	-0.4%	4%
O=C(Nc1nccs1)C1COc2ccccc2O1 (stereo not given)	0.9%	4%
CCCC(=O)Nc1nnc(Cc2ccccc2)s1	-1.1%	7%
Cc1nn(-c2ccccc2)c(C)c1C(=O)OCC(=O)N1CCN(S(=O)(=O)c2ccccc2)CC1	-1.1%	-8%
Cc1ccc(Cn2nnc3c(=O)n(Cc4ccccc4C)cnc32)cc1	.	3%
Cc1nc(SCC(=O)NCc2ccccc2)c2oc3ccccc3c2n1	5.2%	.
Cc1ccc(-c2nc3c(C)cccn3c2NC(=O)c2ccccc2)cc1	0.6%	3%
CN1C(=O)C2C=CC1C1C(=O)N(c3ccccc3)C(=O)C21 (stereo not given)	5.2%	-8%
O=C1c2ccccc2C(=O)N1c1ccc2nc(SCc3ccccc3)sc2c1	7.7%	1%
COCCSc1nnc(NC(=O)C2CCCCC2)s1	0.6%	0%
CC(C)CNC(=O)c1cccc(NC(=O)Cc2ccc(Cl)cc2)c1	.	4%
CSc1nnc2n(-c3ccccc3)c(=O)c3c4c(sc3n12)CCC4	9.1%	4%
Cc1c(S(=O)(=O)Nc2cccc(Cl)c2)c(=O)n(C)c(=O)n1C	3.9%	6%
Cn1nnnc1SCC(=O)Nc1ccccc1N1CCCCC1	1.3%	3%
Cc1cc(Nc2ccccc2)n(-c2cccc(Cl)c2)n1	8.0%	.
CCOc1ccc(NC(=O)CSc2nc3ccccc3c(=O)n2-c2ccccc2)cc1	1.4%	3%
O=C1CC(N=CN2CCOCC2)=NN1c1ccccc1	3.3%	-1%
CN1C(=O)CS/C1=N/S(=O)(=O)c1ccc([N+](=O)[O-])cc1	-5.6%	4%
CN(Cc1cccs1)c1ncnc2sccc12	-2.8%	2%

Two entries from above in a different format:
Hsp70 inhibitors	Rat MKP-3 inhibitors	mol
1.3%	3%	Cn1nnnc1SCC(=O)Nc1ccccc1N1CCCCC1
8.0%	.	Cc1cc(Nc2ccccc2)n(-c2cccc(Cl)c2)n1
